cardiac RTF act = increases calcium sensitivity of human cardiac regulated thin filaments; P19429+P45379; IANBD-labeled TnC RTF fluorescence at EC20 calcium; 0% EC20 calcium, 100% full calcium; activation, % at 7.2 µM; hit rate 0.24% among 340,000;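 active = activation above the mean over all tested compounds plus 3 SD, cut at about 30% in these data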;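 note: rise in fluorescence read as greater calcium sensitivity of cardiac thin filaments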
Wnt bcat act = Wnt/beta-catenin pathway activation | Wnt/beta-catenin reporter cell assay, activator, plate reader | activation, % at 9.35 µM | hit rate 1.2% among 300,000 | AID 743398; in the data active = activation above about 30%, passing the limit was not always enough; inconclusive = no clear call, values can overlap the other calls;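 note: 0% = neutral control wells and 100% = positive control wells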
Tat export inh = inhibitors of E. coli Tat protein transport | E. coli MC4100 TorA-mCherry Tat export, fluorescence | inhibition, % at 10 µM | hit rate 0.036% among 340,000 | AID 488895;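 active = mean replicate inhibition at least 50% and at least half of replicates individually reaching 50%; inconclusive = only one of the two criteria met; inactive = neither criterion met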;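 note: exported cargo escapes ClpAP degradation while cytoplasmic cargo is degraded and loses fluorescence; 0% = median of neutral control wells and 100% = median of NaSCN control wells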
dFosB act = activators of mouse delta FosB homodimer; P13346; hit rate 0.99% among 340,000; activation, % at 25 µM; AID 493131; purified delta FosB, TAMRA-CDK5 oligo fluorescence polarization; percent of positive-control signal above neutral wells;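 active = mean activation above about 17%, with every replicate also reaching it, limit read from the data, passing the limit was not always enough; inconclusive = only one of the two conditions met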;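 note: fluorescence polarization rise as delta FosB binds a TAMRA Cdk5 AP-1 oligo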
MITF act = increases MITF-driven TRPM1 promoter luciferase signal | AID 588334 | SK-MEL-5 TRPM1-promoter luciferase, 24 h; % of positive control, neutral wells = 0 | activation, % at 12.5 µM | hit rate 0.75% among 300,000;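 active = mean activation of at least 80% with every replicate also reaching 80%; inconclusive = mean reaches 80% but some replicate falls short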;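 note: 0% = neutral control wells and 100% = parthenolide positive control wells; values of inactives mirror those of a sister screen read the other way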
CAL PDZ FP-1 = blocks peptide binding to the human CAL PDZ domain; inhibition, % at 24.9 µM; hit rate 0.92% among 300,000; Q9HD26; purified CAL PDZ, TMR-peptide fluorescence polarization, 1 h; AID 602252;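 active = mean inhibition of at least 30% with at least half of replicates also reaching 30%; inconclusive = no clear call, values can overlap the other calls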;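 note: 0% = DMSO neutral control and 100% = excess unlabeled competitor peptide PRC23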
CAL PDZ FP-2 = inhibitors of human CAL PDZ peptide binding. Q9HD26. purified CAL PDZ, TMR-peptide fluorescence polarization, 1 h. inhibition, % at 20 µM. hit rate 0.02% among 330,000. AID 504414;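 active = highest replicate inhibition of at least 40%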;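 note: plate controls were DMSO neutral control wells for no effect and unlabeled competitor peptide control wells for full effect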
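System: purified tagged CAL PDZ domain construct (CerCALP). Schedule: 1 h incubation at room temperature before polarization reading. Medium: 25 mM sodium phosphate pH 7.4, 150 mM NaCl, TCEP, IgG, Thesit. Read-out: percent inhibition from loss of millipolarization. Measured by: FP readout, S and P plane fluorescence. Probe or stimulus: fluorescent TMR peptide probe.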
CDK5 p35 inh = CDK5/p35 (human) kinase inhibition | Q00535+Q15078 | Recombinant CDK5/p35, ADP-Glo luminescence, 60 min | inhibition, % at 10 µM | hit rate 0.01% among 330,000;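 active = highest replicate inhibition of at least 50% and at least 75% of replicates reaching 50%; inconclusive = only one of the two criteria met; inactive = both criteria failed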;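 note: plate controls were DMSO neutral control for no effect and GW8510 at 10 µM for full effect; many of its hits are not listed in these tables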
Target sequence (Q00535 whole entry, looked up): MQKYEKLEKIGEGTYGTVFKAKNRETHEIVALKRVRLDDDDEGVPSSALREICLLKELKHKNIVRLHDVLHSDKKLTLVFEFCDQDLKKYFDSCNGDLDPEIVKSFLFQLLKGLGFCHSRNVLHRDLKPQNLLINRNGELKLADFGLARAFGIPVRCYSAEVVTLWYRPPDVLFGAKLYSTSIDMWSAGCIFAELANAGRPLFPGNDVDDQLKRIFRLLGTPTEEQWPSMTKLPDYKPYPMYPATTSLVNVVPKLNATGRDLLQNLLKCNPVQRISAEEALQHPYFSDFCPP
Target sequence (Q15078 whole entry, looked up): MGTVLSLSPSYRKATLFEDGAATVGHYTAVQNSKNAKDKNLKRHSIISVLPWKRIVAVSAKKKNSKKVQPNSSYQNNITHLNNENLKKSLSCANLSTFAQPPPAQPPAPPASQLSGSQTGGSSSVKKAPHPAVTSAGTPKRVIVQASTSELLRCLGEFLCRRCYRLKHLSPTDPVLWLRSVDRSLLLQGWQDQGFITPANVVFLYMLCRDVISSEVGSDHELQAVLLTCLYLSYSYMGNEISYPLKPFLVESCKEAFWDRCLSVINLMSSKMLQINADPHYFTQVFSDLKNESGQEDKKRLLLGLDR
V-ATPase pH = yeast V-ATPase proton transport regulation by pHLuorin; hit rate 0.37% among 350,000; S. cerevisiae, pHLuorin cytosolic pH fluorescence; response, % at 10 µM; in the data active = response mostly above about 7.3%, no sharp cut-off; inactive = mostly below about 5.4%; note: actives read high; inactives centre near 0; some compounds called inactive have numbers as strong as hits; reference of the scale not given here
Rtt109 HAT inh = C. albicans Rtt109 histone acetyltransferase inhibition. Q5AAJ8. purified Rtt109/Vps75, ThioGlo CoA-SH fluorescence, 4 h. inhibition, % at 34.9 µM. hit rate 0.16% among 330,000;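 active = inhibition of at least 50% in every replicate; inconclusive = best replicate reaches 50% inhibition but some replicates fall short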
Target sequence (Q5AAJ8 whole entry, looked up): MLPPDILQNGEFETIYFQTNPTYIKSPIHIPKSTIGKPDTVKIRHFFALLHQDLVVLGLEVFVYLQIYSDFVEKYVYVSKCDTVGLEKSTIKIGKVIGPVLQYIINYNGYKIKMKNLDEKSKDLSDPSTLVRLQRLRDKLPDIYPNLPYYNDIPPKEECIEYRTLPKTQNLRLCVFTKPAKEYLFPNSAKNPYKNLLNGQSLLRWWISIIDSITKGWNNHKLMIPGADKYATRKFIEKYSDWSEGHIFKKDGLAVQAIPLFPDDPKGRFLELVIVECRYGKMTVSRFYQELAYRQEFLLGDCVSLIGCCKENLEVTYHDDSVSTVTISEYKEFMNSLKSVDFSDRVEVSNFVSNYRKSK
Starred values were filed as active, the others as inactive; ? = inconclusive; · = not tested or not shown.

Each structure is followed by: cardiac RTF act	Wnt bcat act	Tat export inh	dFosB act	MITF act	CAL PDZ FP-1	CAL PDZ FP-2	CDK5 p35 inh	V-ATPase pH	Rtt109 HAT inh
CCOC(=O)CSc1nnc(Cc2cc(=O)[nH]c(=O)[nH]2)n1-c1ccc(Cl)cc1
 : 9	·	-4	-2	·	·	-0.4	0.1	-1	10
CSc1ccccc1C(=O)N1CCC(n2nccc2NC(=O)C(C)(C)C)CC1
 : -2	0	4	-2	3	-5	-0.6	0.2	2	-9
COc1ccc(C2(c3ccc(OC)cc3)NC(=O)NC2=O)cc1
 : 1	1	2	2	0	0	0.9	-0.4	1	0
CCCCn1c(N)c(N(C)C(=O)c2ccc(-n3cccn3)cc2)c(=O)[nH]c1=O
 : -2	2	0	4	0	-5	-1.2	-0.9	1	-2
Brc1cccc(-c2nnc3n2CCC3)c1
 : -2	-2	-4	5	10	5	0.0	1.9	0	0
Cc1cc(/C=N/NC(=O)CC2(C)OCCO2)c(C)n1-c1cc(Cl)cc(Cl)c1
 : -4	·	4	-2	-5	-3	0.1	-0.4	2	6
COC(=O)COc1ccsc1C(=O)OC
 : 5	1	10	6	3	0	0.8	0.1	0	-6
Cn1c(Cn2c(=O)sc3ccccc32)nnc1SCC(=O)N1CCc2ccccc21
 : 3	-1	-3	-3	0	1	-0.5	0.1	-5	-1
Cc1ccc(CN(Cc2ccc(C)o2)C(=S)NCC(=O)O)cc1
 : 3	·	6	2	2	-4	-2.0	0.8	-1	10
CC[C@]12c3[nH]c4cc(-c5ccco5)ccc4c3CCN1C(=O)[C@@H](CC(=O)NCCc1ccccn1)C[C@@H]2C(=O)N1CCN(C(=O)c2ccco2)CC1
 : 5	-3	3	-23	0	0	-0.2	0.7	-2	-4

Each structure is followed by: cardiac RTF act	Wnt bcat act	Tat export inh	dFosB act	MITF act	CAL PDZ FP-1	CAL PDZ FP-2	CDK5 p35 inh	V-ATPase pH	Rtt109 HAT inh
Cc1cc(=O)oc2cc(OCC(=O)N3CCN(C(=O)C4COc5ccccc5O4)CC3)ccc12 (stereo unspecified)
 : 0	-1	-4	-1	4	-2	-1.9	0.1	-1	0
O=C(O)c1ccc(-c2cccc([N+](=O)[O-])c2)o1
 : -1	0	-2	-2	10	-2	-2.7	0.2	-1	16
Cc1cccc(C(=O)NCC(=O)OCC(=O)N2CCc3ccccc32)c1
 : 5	-2	-7	-1	-8	-6	0.0	2.3	-2	·
Clc1ccc(CN2CCN(c3ncccn3)CC2)cc1
 : -7	-3	3	4	·	1	-1.7	0.8	0	2
Cc1sc2nc(C(C)C)nc(SCC(=O)N3CCN(C(=O)c4ccco4)CC3)c2c1C
 : 0	7	12	-14	-10	-9	-1.6	6.4	-4	11
CSc1nc(N)nc(SCC(=O)C(C)(C)C)c1C#N
 : 2	9	-4	-4	·	·	-1.8	-0.9	6	-2
COc1ccccc1/C=c1\sc2nc(-c3ccccc3OC)nn2c1=O
 : -2	·	-9	-2	·	-3	-0.6	-0.2	2	4
CCCC(c1nnnn1Cc1ccc(F)cc1)N1CCN(C)CC1 (stereo unspecified)
 : 0	-2	0	0	19	-3	1.4	-0.1	1	7
COc1ccc(C(=O)c2cnc3ccccc3c2-c2ccccc2)cc1
 : -3	·	8	-8	-5	-1	-1.6	1.3	0	5
O=C(COc1cccc(C(F)(F)F)c1)NNC(=O)Cc1ccc(S(=O)(=O)N2CCOCC2)s1
 : 2	0	-2	-2	1	·	-1.1	-1.7	-1	-2

Each structure is followed by: cardiac RTF act	Wnt bcat act	Tat export inh	dFosB act	MITF act	CAL PDZ FP-1	CAL PDZ FP-2	CDK5 p35 inh	V-ATPase pH	Rtt109 HAT inh
Cc1nc2cc(Cl)ccc2n1-c1ccccc1
 : -5	·	-1	-10	14	5	-0.6	0.3	-2	3
CN1C(=O)CSc2ccc(NC(=O)NCc3ccco3)cc21
 : -6	·	7	-5	12	-2	-0.7	1.4	-5	-3
C[C@H](CO)N1C[C@H](C)[C@@H](CN(C)S(=O)(=O)c2cccs2)Oc2c(NS(=O)(=O)c3cn(C)cn3)cccc2C1=O
 : 0	47*	2	1	11	0	0.5	-3.9	-3	0
O=C(NCc1ccccc1OC(F)(F)F)C1CCC(=O)N(C2CC2)C1 (stereo unspecified)
 : 2	1	4	-12	8	1	-0.5	0.1	5	-5
Cc1cc(C)c(C)c(S(=O)(=O)N2CCC(C(=O)NCCCN3CCOCC3)CC2)c1C
 : 0	-3	-7	-3	-1	3	-3.2	-6.4	-5	-1
O=C(NCCOc1ccccc1)c1cccc(S(=O)(=O)NCc2ccccc2)c1
 : -1	-2	3	-13	-8	-5	-2.7	0.7	2	0
CSc1ccccc1OCc1cc(C(=O)N2CCc3[nH]cnc3C2c2ccccn2)no1 (stereo unspecified)
 : -2	-1	7	-12	11	-1	-2.3	-0.8	1	-12
COc1ccc(NC(=O)CSC2=NCCN2)cc1
 : -2	14	-7	0	-7	5	-1.2	-1.9	-1	2
Cc1ncc(C[n+]2csc(CCOC(=O)CC34CC5CC(CC(C5)C3)C4)c2C)c(N)n1
 : -2	·	-4	-2	8	-3	-0.4	·	1	-9
Cn1nnc(C(O)CNCc2ccc(Cl)cc2)n1 (stereo unspecified)
 : -3	-2	2	-11	2	-2	-1.5	1.4	2	16

Each structure is followed by: cardiac RTF act	Wnt bcat act	Tat export inh	dFosB act	MITF act	CAL PDZ FP-1	CAL PDZ FP-2	CDK5 p35 inh	V-ATPase pH	Rtt109 HAT inh
Cc1nn(Cc2ccccc2Cl)c(C)c1C(=O)NCCN1C(=O)S/C(=C\c2ccccc2)C1=O
 : -2	-1	0	?	-7	1	-1.9	-0.7	0	·
COc1ccc(CC(NC(C)=O)C(=O)NC2CCN(C(=O)NCc3ccccc3)CC2)cc1 (stereo unspecified)
 : 1	1	-3	0	8	·	-1.6	4.9	3	3
Cc1ccc(C(CNS(=O)(=O)c2ccc(Br)cc2)N2CCN(C)CC2)cc1 (stereo unspecified)
 : 5	-3	0	-2	-77	10	-2.8	-0.5	2	3
O=C(CSc1nnc2ccccn12)NCc1cccs1
 : 2	·	13	-10	8	-3	-0.5	-2.0	2	1
CCOC(=O)N1CCN(C(=O)c2oc3ccc(S(=O)(=O)N4CC(C)CC(C)C4)cc3c2C)CC1 (stereo unspecified)
 : 6	·	13	-19	·	1	-2.9	-0.1	-5	5
Cc1ccc(C)c(OCC(=O)Nc2c(C)n(C)n(-c3ccccc3)c2=O)c1
 : -3	0	-7	-6	11	-1	-0.4	-2.6	-3	0
O=C(CN1CCCCC1)Nc1cccc(Cl)c1Cl
 : -2	·	-1	1	9	1	-2.1	-1.2	2	-4
CCOC(=O)c1sc2nc(C)n(N)c(=O)c2c1C
 : 2	-6	-9	-13	2	-1	-0.8	0.5	0	1
O=C(COc1ccccc1O)NCCN1CCOCC1
 : -2	0	1	4	-7	1	-2.4	-1.8	1	-2
COc1ccc(/C=N/NC(=O)c2c(-c3ccccc3)noc2C)cc1
 : 10	0	1	-2	11	-4	-1.6	·	-2	-17

Each structure is followed by: cardiac RTF act	Wnt bcat act	Tat export inh	dFosB act	MITF act	CAL PDZ FP-1	CAL PDZ FP-2	CDK5 p35 inh	V-ATPase pH	Rtt109 HAT inh
CCn1c(C)c(C)c2cc(C(=O)NCCCN3CCOCC3)ccc21
 : 4	-1	-6	1	-16	3	-1.6	2.0	3	-5
O=S(=O)(c1ccccc1)c1cnn2c(C(F)(F)F)cc(-c3ccc(F)cc3)nc12
 : 0	·	1	-3	-8	·	-0.1	7.4	-2	2
CC(C)c1nnc(NC(=O)C2CCCN2S(=O)(=O)c2ccc(Cl)cc2)s1 (stereo unspecified)
 : 9	24	3	-2	18	0	-0.8	-0.3	0	3
CC(=O)C1=C(c2ccccc2)OC(N)=C(C#N)C1c1ccc(O)cc1 (stereo unspecified)
 : 3	-2	2	-7	-2	-3	-3.7	0.4	-3	·
CC(=O)C(Cl)C(=O)Nc1ccccc1 (stereo unspecified)
 : 0	-2	-41	0	22	·	-0.4	0.1	5	21
C[C@H](CO)N1C[C@H](C)[C@@H](CN(C)C(=O)NC2CCCCC2)Oc2ccc(NC(=O)CCC(F)(F)F)cc2C1=O
 : -2	-1	3	5	-1	-1	-1.4	-0.1	-2	5
O=C(Nc1ccccc1C(=O)N1CCCCC1)c1cccc(S(=O)(=O)N2CCOCC2)c1
 : 13	1	0	-4	4	-2	-6.5	-1.7	2	0
Cc1nc(C)c(-c2ccn(S(=O)(=O)c3ccc(Cl)cc3)n2)o1
 : 2	0	-3	-3	2	-6	-1.4	-0.2	2	14
C#CCOCCOCCOCCNc1nc(N2CCN(C(=O)[C@H](CCCN=C(N)N)n3cc(C(N)[C@@H](C)CC)nn3)CC2)nc(N2CCN(C(=O)[C@H](CCCCN)n3cc([C@@H](N)CC(N)=O)nn3)CC2)n1 (stereo partly specified)
 : -2	0	6	13	4	0	0.3	2.6	-4	80*
CCN(CC)S(=O)(=O)c1ccc(C(=O)N2CCCCC2)cc1
 : -4	3	2	0	·	-5	-0.9	-0.5	-2	·

Each structure is followed by: cardiac RTF act	Wnt bcat act	Tat export inh	dFosB act	MITF act	CAL PDZ FP-1	CAL PDZ FP-2	CDK5 p35 inh	V-ATPase pH	Rtt109 HAT inh
CNC[C@H](CC1CCCCC1)NC[C@H](Cc1ccccc1)NCCC12CC3CC(CC(C3)C1)C2
 : 0	-25	6	?	-44	0	-3.2	0.9	-16	24
CCC(C)C(NC(=O)OCc1ccccc1)C(=O)OCN1C(=O)c2ccccc2C1=O (stereo unspecified)
 : 0	-3	2	-8	2	-4	-0.5	0.2	0	0
Cc1ccc(NC(=O)C/C(N)=N/OC(=O)c2ccccc2)cc1
 : 9	-1	1	-9	-3	-6	-4.5	1.3	7	-7
C=CC[C@@H](CC(=O)N(CCO)Cc1ccccc1)C(=O)N[C@H](COC(=O)[C@@H](CC=C)Cc1ccc(F)cc1)c1ccccc1
 : 1	-6	6	-6	-2	-2	-0.4	-1.3	10	1
O=C(CCC(=O)N1CCSc2ccccc21)Nc1ccc(F)cc1
 : 1	0	3	-8	·	·	0.1	0.1	-1	7
